Salmonella PhoP GFP: PhoP regulon inhibitors, Salmonella typhi PhoP promoter GFP reporter, confirmatory (AID 1850); Salmonella Typhi PhoP-promoter GFP reporter, fluorescence, 4 h; higher % means a stronger effect; inhibition, % at 50 µM; hits with a dose series show IC50 in µM; 310,000 tested, 0.33% active; in the data active means a potency from the dose series; inconclusive means inhibition mostly from about 25% at the one dose, without a potency; inactive means the rest, 99 in 100 with inhibition below about 19%;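 further: 0% = induced wells with vehicle and 100% = uninduced wells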
tuberculosis growth: growth inhibition of non-replicating M. tuberculosis (AID 488890). 320,000 tested, 0.39% active. Mycobacterium tuberculosis non-replicating, growth inhibition; higher % means a stronger effect. inhibition, % at 25 µM, or IC50 in µM where a hit was titrated; in the data active means a potency from the dose series; inconclusive means inhibition mostly from about 82% at the one dose, without a potency; inactive means the rest, 99 in 100 with inhibition below about 76%;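 further: plate controls were DMSO cells for no effect and high antibiotic wells for full effect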
H37Rv inhibition: M. tuberculosis growth inhibition, HTS (AID 449762); inhibition, % at 25 µM, or IC50 in µM where a hit was titrated; M. tuberculosis H37Rv growth inhibition, 7H9 media; higher % means a stronger effect; 330,000 tested, 0.59% active; in the data active means a potency from the dose series; inconclusive means inhibition above about 70% without an active follow-up result;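 further: bacterial growth assessed after seven days of incubation; strong numbers were not always called active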
influenza NS1A: H1N1 influenza NS1A inhibitors, functional cell based assay (AID 504329) | NS1A functional cell-based assay, percent inhibition; higher % means a stronger effect | one-dose inhibition, % at 12.5 µM; IC50 in µM for titrated hits | 340,000 tested, 0.3% active; in the data active means a potency from the dose series; inconclusive means inhibition above about 27% without an active follow-up result; further: strong numbers were not always called active
VEEV TC-83 Vero: inhibitors of VEEV TC-83 cytopathic effect, confirmation, Vero cells (AID 588727); Vero cells, VEEV TC-83 cytopathic effect inhibition; higher % means a stronger effect; inhibition, % at 20 µM; hits with a dose series show IC50 in µM; 350,000 tested, 0.13% active; in the data active means a potency from the dose series; inconclusive means inhibition mostly from about 14% at the one dose, without a potency; inactive means the rest, 99 in 100 with inhibition below about 12%; further: strong numbers were not always called active
VEEV TC-83 Vero 10K pilot screen: recorded beside VEEV TC-83 Vero, whose call it bears; inhibition, %; measured here: 10K pilot screen inhibition
The depositor's hits bear a star; i = inactive; u = inconclusive; x = not tested or not shown. Compounds were not picked by outcome; 1.6% or so of the library scored in one or more.

The first 6 compounds, to show the layout:
SMILES	Salmonella PhoP GFP	tuberculosis growth	H37Rv inhibition	influenza NS1A	VEEV TC-83 Vero	others
Cc1ccc(C(=O)OCC(=O)Nc2ccc(N3CCOCC3)cc2)cc1	x	x	x	-11%	1.8%
C=C1C(=O)O[C@@H]2[C@H]3O[C@]3(C)CC/C=C(\C)CC[C@@H]12	-14%	23%	9%	2%	u
COc1ccc(CCNC(=O)CSC2=Nc3ccccc3C3=NC(C(C)C)C(=O)N23)cc1OC (stereo unspecified)	0%	0%	-2%	-3%	5.4%
CCOc1cc(-c2noc(CCC(=O)NC3CCCCC3)n2)ccc1OC	7%	-5%	-3%	9%	0.6%
O=C(Nc1cccnc1)c1ccc(Br)s1	13%	-2%	-13%	-1%	i
O=C(OCCN=C1NS(=O)(=O)c2ccccc21)C1CC(=O)N(c2ccc(Cl)cc2)C1 (stereo unspecified)	-9%	-17%	-7%	10%	0.6%

Results, from the first entry:
SMILES	Salmonella PhoP GFP	tuberculosis growth	H37Rv inhibition	influenza NS1A	VEEV TC-83 Vero	others
Cc1ccc(C(=O)OCC(=O)Nc2ccc(N3CCOCC3)cc2)cc1	x	x	x	-11%	1.8%
C=C1C(=O)O[C@@H]2[C@H]3O[C@]3(C)CC/C=C(\C)CC[C@@H]12	-14%	23%	9%	2%	u
COc1ccc(CCNC(=O)CSC2=Nc3ccccc3C3=NC(C(C)C)C(=O)N23)cc1OC (stereo unspecified)	0%	0%	-2%	-3%	5.4%
CCOc1cc(-c2noc(CCC(=O)NC3CCCCC3)n2)ccc1OC	7%	-5%	-3%	9%	0.6%
O=C(Nc1cccnc1)c1ccc(Br)s1	13%	-2%	-13%	-1%	i
O=C(OCCN=C1NS(=O)(=O)c2ccccc21)C1CC(=O)N(c2ccc(Cl)cc2)C1 (stereo unspecified)	-9%	-17%	-7%	10%	0.6%
CCC(=NCCCO)c1c(O)n(-c2ccc(OC)cc2)c(=O)[nH]c1=O	7%	-6%	5%	-11%	2.2%
COc1ccc(-c2cc3c(=O)n(CC(=O)NCCCN4CCC(N5CCCCC5)CC4)nc(C)n3n2)cc1	2%	67%	2%	0%	0.3%
CCOC(=O)c1sc(=S)n(C)c1NC(=O)c1ccc(C(C)(C)C)cc1	3%	42%	u	-1%	3.9%
CC(C)(C)c1cc(-c2nc(N)nc(N)n2)cc(C(C)(C)C)c1	-1%	43%	10%	3%	3.5%
O=C(CNS(=O)(=O)c1ccc(Br)s1)N1CCC(N2CCCCC2)CC1	-1%	-3%	-18%	2%	i
O=c1cc(NCc2ccccc2)c2ccccc2o1	8%	-26%	-5%	-8%	5.5%
O=C1Nc2cc(C(=O)NCC3CCCO3)ccc2S/C1=C/c1ccccc1F (stereo unspecified)	4%	29%	2%	3%	3.8%
O=C(NCCc1c[nH]c2ccccc12)OCCSS(=O)(=O)O	5%	4%	0%	-8%	3.0%
N=c1ccccn1CC(O)COc1ccccc1 (stereo unspecified)	26%	-4%	-3%	0%	0.7%
NC(=S)Nc1cccc(Cl)c1	-12%	59%	6%	24%	1.1%
O=C(Nc1ccc2c(c1)OCO2)c1cc(Cl)ccn1	x	17%	-6%	-2%	0.9%
COc1ccc(/C=C/C(=O)c2ccc(O)cc2)cc1COc1ccc(F)cc1	-14%	33%	5%	-4%	9.7%
Clc1cccc(-c2nc(-c3ccc(-c4nn[nH]n4)cc3)no2)c1	x	29%	-2%	-14%	0.4%
COc1cc(NC(=O)CCCl)cc(-n2cnnn2)c1	1%	-4%	-2%	3%	i
COc1ccc(Cc2nc3ccc(C(=O)N(C)CCc4cnn(C)c4)cc3o2)cc1OC	x	x	x	-9%	5.5%
CN(Cc1ccccc1)C(=O)c1ccccc1NC(=O)C1=CSCCO1	2%	-5%	2%	-3%	2.5%
Cc1ccc(S(=O)(=O)N2CCN(C(=O)c3cccs3)CC2)c(C)c1	-2%	7%	-1%	x	0.3%
C/C(=N\NC(=O)c1ccc2c(c1)OCO2)c1ccc(NS(C)(=O)=O)cc1	-12%	28%	1%	-21%	i
COc1cccc(C(C(=O)NC2CCCCC2)N(C(=O)CNC(=O)c2ccco2)c2cccnc2)c1 (stereo unspecified)	8%	14%	-3%	10%	0.7%
Remaining list, next part
SMILES	Salmonella PhoP GFP	tuberculosis growth	H37Rv inhibition	influenza NS1A	VEEV TC-83 Vero	others
CN(CCCNC(=O)C1CCC(=O)N1Cc1ccccc1Cl)c1ccccc1 (stereo unspecified)	1%	11%	-7%	4%	i	VEEV TC-83 Vero 10K pilot screen=0.0
COC(=O)c1cccc(N=Cc2c(O)n(Cc3ccc(F)cc3)c(=O)[nH]c2=O)c1	-14%	4%	10%	x	0.4%
CCn1nnc(NC(=O)c2ccc(-c3ccc(Cl)cc3)o2)n1	-9%	3.1µM*	u	2%	4.8%
NC(=O)c1c(NC(=O)Cc2ccccc2)sc2c1CCN(Cc1ccccc1)C2	-2%	-4%	1%	-8%	1.1%
O=C(CC1Nc2ccccc2NC1=O)Nc1ccc2c(c1)OCO2 (stereo unspecified)	4%	-13%	2%	4%	i
Cc1cc(NC(=O)CN2C(=O)NC(C)(c3ccc(Cl)cc3)C2=O)no1 (stereo unspecified)	2%	9%	0%	-11%	4.1%
CCN(c1ccc(OC)cc1)S(=O)(=O)c1ccc(-c2cc(C)no2)s1	4%	18%	7%	7%	2.2%
CCOC(=O)C1C(c2cccs2)NC(=O)N(C)C1(O)C(F)(F)F (stereo unspecified)	-2%	-3%	-6%	-3%	0.7%
O=C(Nc1ccc2nc3n(c(=O)c2c1)CCCC3)c1ccc(Cl)nc1	-8%	-10%	-13%	10%	0.5%
COc1ccc(OC)c(C2N(c3ccc(Cl)cc3)C(=O)C3CCCN32)c1 (stereo unspecified)	3%	32%	-5%	1%	0.5%
S=c1[nH]nc(CN2CCCCC2)n1Cc1ccccc1	10%	-13%	-3%	3%	0.4%
CCC1CN(S(=O)(=O)c2ccc3c(c2)NC(=O)CC(=O)N3)c2cc(Cl)ccc2O1 (stereo unspecified)	13%	71%	-4%	5%	5.1%
CCOCc1cnc(C)nc1NCC(=O)c1c(C)[nH]c2cc(C)ccc12	15%	29%	1%	-5%	i
C=CCN(C(=O)c1csnn1)C(C(=O)NC(C)(C)C)c1ccncc1 (stereo unspecified)	2%	7%	-3%	-1%	4.0%
CCC1SC2=NC(C)=C(C(=O)OCCOC)C(/C=C/c3ccccc3OC)N2C1=O (stereo unspecified)	-8%	-2%	-12%	-1%	5.6%
O=C(Nc1ccc(Cl)cc1)Nc1ccc2c(c1)OCO2	-6%	15%	2%	-2%	1.4%
O=C(CN(CCc1ccccc1)C(=O)Cn1nnc(-c2cccs2)n1)NCc1ccco1	6%	18%	-9%	-2%	i
CCC1CCCCN1Cc1nc2ccccc2c(=O)n1CC(C)=O (stereo unspecified)	1%	3%	10%	2%	0.7%
C[C@@H](C(=O)Nc1ccc(SC(F)F)cc1)N1C(=O)C2CCCCC2C1=O (stereo partly specified)	x	x	u	-4%	0.1%
COc1ccc(-c2cc(C(=O)NCCCN3CCOCC3)c3cc(C(C)C)ccc3n2)cc1	4%	25%	20%	7%	7.8%
CCOP(=O)(OCC)/C(=C/N1CCCCC1)NC(=O)c1ccccc1	9%	-12%	81µM*	-13%	0.1%
CCCC/C(C)=N/NC(=O)c1cn(-c2ccccc2)nc1-c1ccccc1	3%	-13%	3%	-1%	i
CCN1C(=O)[C@H]2[C@@H](c3ccc(-c4ccc(OC)cc4)c(OC)c3)N3CCCC[C@@]3(C(=O)OC)[C@H]2C1=O	8%	8%	7%	15%	2.2%
O=C(Nc1nc2ccccc2s1)C1CCN(S(=O)(=O)c2cc([N+](=O)[O-])ccc2Cl)CC1	-4%	21%	u	-4%	4.4%
COc1ccc(CNC(=O)C2CCN(S(=O)(=O)c3ccc4c(c3)NC(=O)CO4)CC2)cc1	-35%	12%	5%	-3%	0.2%
Next part:
SMILES	Salmonella PhoP GFP	tuberculosis growth	H37Rv inhibition	influenza NS1A	VEEV TC-83 Vero	others
COC(=O)c1cc(C(=O)c2cc(Br)ccc2O)coc1=N	-10%	8%	2%	6%	3.9%
CCOc1ccccc1NC(=O)C1(S(=O)(=O)c2ccc(Cl)cc2)CC1	13%	4%	2%	8%	i
c1ccc(COC2CCCN(Cc3nc(Cc4ccccc4)no3)C2)cc1 (stereo unspecified)	-4%	25%	6%	7%	i
O=C(Nc1ccnn1C1CCN(Cc2cccc(OCCO)c2)CC1)C1CCCC1	-6%	-4%	-5%	-2%	0.1%
COc1ccc(N2CCN(C(=O)c3cccc(S(=O)(=O)N4CCc5ccccc54)c3)CC2)cc1	x	30%	-3%	14%	4.7%
COc1cc(CNC2CCCCCCC2)cc(Cl)c1OCC(N)=O	0%	9%	5%	-4%	1.7%
Cc1ccc2cc(CN(CCCO)S(=O)(=O)c3cccc4nsnc34)c(=O)[nH]c2c1C	-1%	-1%	-9%	0%	0.9%
O=C(Cn1c(-c2cscn2)nc2ccccc21)Nc1ccc(Cl)cc1	-6%	48%	53%	-2%	0.0%
Cc1ccc(/C(=N\O)c2oc3c(C)c4oc(=O)cc(C)c4cc3c2C)cc1	-7%	23%	u	-4%	10%
CC(C)(C)NC(NC(=O)Cc1ccccc1)C(Cl)(Cl)Cl (stereo unspecified)	-6%	10%	0%	10%	3.3%
CSc1ncc(CN2CCCCC2C(=O)Nc2ccc(Oc3ccccc3)nc2)cn1 (stereo unspecified)	8%	25%	4%	-5%	i
Cc1c(Cl)cccc1NC(=S)C(=C([O-])c1ccc(Cl)s1)[n+]1ccccc1	x	x	x	0%	2.9%
CC(=O)Nc1ccc(N(C(=O)c2ccco2)C(C(=O)NC2CCCC2)c2ccc(N3CCOCC3)cc2)cc1 (stereo unspecified)	4%	-7%	-2%	-4%	i
Cn1c(NC(=O)c2ccccc2NC(=O)C(C)(C)C)nc2ccccc21	-21%	x	u	-15%	6.1%
Nc1nc(NCc2ccco2)nc(Nc2cccc(F)c2)c1[N+](=O)[O-]	-3%	-5%	2%	4%	7.8%
COc1cccc(NC(=O)COC(=O)CNC(=O)C2CCCCC2)c1	x	-10%	-8%	-7%	3.0%
C/C(=N\NC(=O)Cc1ccccc1[N+](=O)[O-])c1cccnc1	2%	-3%	-2%	-3%	2.1%
COc1ccc(Nc2c(-c3ccco3)nc3ccc(C)cn23)cc1	9%	25%	9%	4%	1.5%
COc1cccc(CN2CC(C(=O)NCCC3=CCCCC3)CCC2=O)c1 (stereo unspecified)	-43%	30%	2%	2%	0.3%
O=C(Cn1[nH]c(=O)c2ccccc2c1=O)OCC(=O)c1ccc(F)c(F)c1	x	10%	4%	-2%	0.0%
O=C1CC2(CCN(C(=O)c3ccc([N+](=O)[O-])cc3)CC2)Oc2ccccc21	8%	3%	4%	-2%	10%
CCOC(=O)c1[nH]c(C)c(C(=O)N2CCOCC2)c1C	-4%	2%	-10%	-7%	0.3%
Cc1ccc2nc(-c3ccc(NC(=O)CCS(=O)(=O)c4ccccc4)cc3)sc2c1	-8%	14%	2%	2%	3.0%
CC(=O)Nc1ccc(NC(=O)CN(c2ccc(C34CC5CC(CC(C5)C3)C4)cc2)S(C)(=O)=O)cc1	9%	-3%	1%	3%	0.5%
O=P(c1ccccc1)(c1ccccc1)C(O)c1ccccn1 (stereo unspecified)	7%	0%	-10%	x	0.2%

Already shown: entries from further up.
SMILES	Salmonella PhoP GFP	tuberculosis growth	H37Rv inhibition	influenza NS1A	VEEV TC-83 Vero	others
Cn1c(NC(=O)c2ccccc2NC(=O)C(C)(C)C)nc2ccccc21	-21%	x	u	-15%	6.1%
Nc1nc(NCc2ccco2)nc(Nc2cccc(F)c2)c1[N+](=O)[O-]	-3%	-5%	2%	4%	7.8%
COc1cccc(NC(=O)COC(=O)CNC(=O)C2CCCCC2)c1	x	-10%	-8%	-7%	3.0%

Continued:
SMILES	Salmonella PhoP GFP	tuberculosis growth	H37Rv inhibition	influenza NS1A	VEEV TC-83 Vero	others
CCN(Cc1nc(-c2ccc(OC)cc2)no1)C(=O)c1ccoc1C	2%	-4%	3%	-6%	2.6%
O=C(CNC(=O)c1ccccc1)N=Nc1c(O)[nH]c2ccc(Br)cc12	0%	-4%	-5%	-1%	4.0%
Cc1[nH]c(C)c(S(=O)(=O)NCC(C)c2ccccc2)c1C(=O)N1CCCCC1 (stereo unspecified)	-36%	11%	3%	3%	0.3%
Cc1cc(C)cc(N2CCCn3c2nc2c3c(=O)[nH]c(=O)n2C)c1	-13%	-13%	-4%	-1%	i
O=C(CSc1nc2ccccc2s1)NCCCN1CCOCC1	7%	11%	5%	-6%	i
O=C(O)CC/C(=N\Nc1ccc([N+](=O)[O-])cc1S(=O)(=O)N1CCOCC1)c1cccs1	5%	10%	-3%	-4%	1.6%

Assay outcomes deposited in PubChem by Southern Research Specialized Biocontainment Screening Center.
